# High-throughput results from PubChem.
# HTR1A agonist: activates the human 5-HT1a serotonin receptor | P08908 | AID 567 | activation, % at 10 µM | 0.56% of 65,000 active | CHO 5-HT1a Ga15 NFAT-bla reporter, FRET ratio; 0% basal, 100% maximal reference agonist;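 active = activation above the screen-wide mean activation plus 3 SD, cut at about 19% in these data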;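 note: 0% = DMSO wells and 100% = 5-CT at EC100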
# Target sequence (P08908 whole entry, looked up): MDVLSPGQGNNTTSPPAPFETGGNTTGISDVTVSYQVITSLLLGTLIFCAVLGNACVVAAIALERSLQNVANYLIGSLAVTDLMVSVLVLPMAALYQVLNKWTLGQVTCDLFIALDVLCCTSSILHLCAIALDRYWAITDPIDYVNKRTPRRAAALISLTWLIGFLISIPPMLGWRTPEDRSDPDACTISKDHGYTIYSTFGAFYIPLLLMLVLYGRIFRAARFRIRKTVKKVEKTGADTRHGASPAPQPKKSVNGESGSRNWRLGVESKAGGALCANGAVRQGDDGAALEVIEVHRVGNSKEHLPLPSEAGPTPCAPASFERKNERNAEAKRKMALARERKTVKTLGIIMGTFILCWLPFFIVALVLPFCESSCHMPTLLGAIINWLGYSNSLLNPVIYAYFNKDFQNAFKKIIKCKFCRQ
# 5HT1E ag: activates the human 5-HT1E serotonin receptor; P28566; CHO 5-HT1E Ga15 NFAT-bla reporter, FRET; 0% DMSO wells, 100% control agonist wells; activation, % at 6 µM; 0.69% of 65,000 active; AID 574;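 active = activation above a set limit, the screen-wide mean activation plus 3 SD, cut at about 8.5% in these data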;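 note: 100% = positive control agonist at 1 µM giving full maximal response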
# Target sequence (P28566 whole entry, looked up): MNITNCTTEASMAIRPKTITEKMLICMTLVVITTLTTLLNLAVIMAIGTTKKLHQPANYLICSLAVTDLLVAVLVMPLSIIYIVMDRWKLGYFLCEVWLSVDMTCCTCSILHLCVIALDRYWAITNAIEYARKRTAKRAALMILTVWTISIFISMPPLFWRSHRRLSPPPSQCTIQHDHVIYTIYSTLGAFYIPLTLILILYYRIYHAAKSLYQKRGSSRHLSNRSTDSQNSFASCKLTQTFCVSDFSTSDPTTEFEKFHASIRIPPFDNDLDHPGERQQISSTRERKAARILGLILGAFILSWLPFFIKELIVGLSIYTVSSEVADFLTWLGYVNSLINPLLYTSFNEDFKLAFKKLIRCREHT
# 5HT1a antag: antagonists of human 5-HT1a serotonin receptor; CHO 5-HT1a Ga15 NFAT-bla reporter, antagonist mode; inhibition, % at 10 µM; 0.68% of 62,000 active; P08908;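 active = inhibition above the mean of all tested compounds plus 3 SD, cut at about 43% in these data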;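 note: receptor stimulated by 5-CT agonist at 100 nM near EC80; beta-lactamase reporter measured by ratiometric fluorescence of a cleavable substrate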
# MMP13 inh: inhibitors of human MMP13. MMP-13 fTHP FRET cleavage, Mca fluorescence. inhibition, % at 4 µM. 0.07% of 65,000 active;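 active = inhibition above the mean of compound-free control plate wells plus 3 SD, cut at about 14% in these data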;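 note: 0% = DMSO wells and 100% = wells with reference MMP-13 inhibitor after basal subtraction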
# 5HT1E antag: 5-HT1E (human) receptor antagonism; P28566; CHO 5-HT1E Ga15 NFAT-bla reporter, FRET, antagonist; inhibition, % at 6 µM; 0.99% of 65,000 active;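 active = inhibition above a set limit, the mean inhibition across every tested compound plus 3 SD, cut at about 29% in these data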;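 note: signal is the 460 over 535 nm emission ratio of beta-lactamase substrate; 0% = agonist plus DMSO wells and 100% = wells without agonist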
# RORa activator: activators of human nuclear receptor RORA; P35398; CHO-K1 Gal4-RORA LBD luciferase reporter, luminescence; percent increase over mock-subtracted basal signal; activation, % at 10 µM; 1.5% of 65,000 active; AID 560;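 active = activation above the mean of all tested compounds plus 3 SD, cut at about 49% in these data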;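 note: 0% = DMSO-treated RORA cells and 100% = added signal equal to DMSO minus mock-transfected cells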
# SF-1 act: SF-1 (human) activation. Q13285. CHO-K1 Gal4-SF-1 LBD luciferase reporter; % increase over DMSO SF-1-specific signal. activation, % at 10 µM. 1.9% of 65,000 active. AID 522;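 active = activation above the mean activation of all tested compounds plus 3 SD, cut at about 50% in these data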
#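 Material: CHO-K1 cells with Gal4–hSF-1 LBD chimera plus Gal4-driven luciferase / Input: 4,000 CHO-K1 cells per well / Incubation: compound exposure 20 h at 37 °C / Signal: luminescence read 15 min after SteadyLite luciferase reagent, after room-temperature equilibration / Read-out: percent activation versus DMSO / Benchmarks: DMSO negative control and −SF1 background wells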
# NADH coupling: blocks coupling enzymes of NAD/NADH assays; AID 774; 0.02% of 65,000 active; coupled PK/LDH NADH assays, four targets; IC50, µM (top dose mostly 10 µM), without a hit: at the highest dose inhibition;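 active = single-dose screening hits from any of four coupled enzyme assays that gave an IC50 when retested across doses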;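 note: the DPM-DC format reads NADH fluorescence rather than 340 nm absorbance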
# Ecoli tolC: E. coli tolC mutant growth inhibition; growth inhibition, % at 10 µM (by protocol); E. coli BW25113 tolC mutant growth, OD615; 2.2% of 65,000 active;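 active = growth inhibition at or above a cutoff equal to the mean over every tested compound plus 3 SD, cut at about 60% in these data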;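 note: growth measured after 20 h incubation at 37 °C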
#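 Test system: tolC-deleted E. coli BW25113; medium: LB with kanamycin 50 µg/mL; compound: single-point testing at 10 µM; incubation: 20 h compound exposure of bacteria at 37 °C; signal: OD at 615 nm; evaluation: growth inhibition in percent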
# * marks the source's active call; other numbers are inactive results; x = not tested or not shown; [ ] = dose if it differs, or a comment. Compounds as they come. About 7.2% of those tested had a hit in this group.
SMILES,HTR1A agonist,5HT1E ag,5HT1a antag,MMP13 inh,5HT1E antag,RORa activator,SF-1 act,NADH coupling,Ecoli tolC
Cc1cccc(OCCCC(=O)O)c1C,-0.2,0.4,1.2,7.3,-8.0,-14.1,16.3,11.0%,-12.5
CCC1CCCCN1Cc1ccc(OC)c(OC)c1 (centres undefined),-0.1,-0.3,3.3,6.7,10.2,5.1,-13.1,3.0%,1.8
C=CCn1c(CSc2nc3ccccc3s2)nnc1SCC(=O)OCC,0.5,0.3,-4.1,6.9,-4.9,-8.5,-7.4,6.0%,3.5
CCOc1ccc(Cl)cc1/C=N/O,-4.5,0.3,5.3,0.8,1.7,7.5,-5.5,2.0%,4.2
O=c1cc(C23CC4CC(CC(C4)C2)C3)[nH][nH]1,2.4,2.0,20.0,3.2,-0.4,-12.6,18.4,19.0%,21.8
N#Cc1c(N)nc(SCC(=O)NCCc2ccccc2)c(C#N)c1-c1cccs1,12.3,1.5,x,-27.9,12.9,-11.5,-11.2,4.0%[fluoresces],9.8
Cc1ccc2c(c1)N(Cc1ccccn1)C(=O)C(C)O2 (centres undefined),0.3,-0.5,-9.0,0.1,-9.2,9.2,-18.5,6.0%,-11.5
Cc1cccc(OCCCCCNCCO)c1,-1.2,-0.4,-9.1,5.3,-1.3,-4.3,10.3,2.0%,-8.6
CN(C)c1nccc(Nc2ccccc2)c1C#N,-4.7,-0.9,6.2,-0.3,-0.6,-10.2,-10.6,8.0%,11.5
O=C(CCC1CCCCC1)N1CCN(Cc2ccc3c(c2)OCO3)CC1,-1.4,-1.0,11.1,2.2,7.0,4.1,13.1,6.0%,27.1
O=C(CSc1nnc(-c2ccco2)n1CC1CCCO1)NC1CCCC1 (centres undefined),0.6,1.0,0.3,3.3,-9.5,11.5,-13.6,1.0%,-12.0
COc1ccccc1N1CCN(C(=O)c2sc3nc(-c4ccc(F)cc4)cn3c2C)CC1,0.6,1.8,-5.2,5.5,-0.8,-1.7,2.2,3.0%,5.0
O=C(O)CNC(=O)c1ccccc1NC(=O)c1ccco1,-2.0,0.0,-7.9,-2.1,-10.5,11.4,-3.0,4.0%,-18.5
CN(C)CCNc1oc(COc2ccc(-c3ccccc3)cc2)nc1C#N,-4.4,0.1,5.7,-0.3,-4.7,-9.2,10.5,6.0%,26.8
COc1cccc(C(=O)Nc2cccc(-c3nnc(-c4ccccc4)o3)c2)c1,0.5,0.3,22.2,-15.4,9.0,13.2,92.1*,0.0%,27.2
CSc1nc(N)nc(SCC(=O)C23CC4CC(CC(C4)C2)C3)c1C#N,4.3,0.4,x,-10.6,1.6,38.6,2.2,4.0%,11.4
CC(C)(C)NC(=O)C1CCC(C)(C(=O)O)C1(C)C (centres undefined),-0.2,0.8,-10.0,6.0,-2.7,-3.8,7.4,1.0%,-24.2
COc1ccc(Nc2nc3c(c(=O)n(C)c(=O)n3C)n2CCO)cc1,-4.0,2.9,-7.3,-2.5,-10.0,3.5,-1.4,8.0%,-21.4
COc1cccc(N2CCN(C3CC(=O)N(c4ccc(F)c(Cl)c4)C3=O)CC2)c1 (centres undefined),-4.7,0.1,5.1,4.5,10.6,-6.9,8.0,4.0%,6.5
c1ccc(-c2nnc(CSc3nc4ccccc4[nH]3)o2)cc1,-3.4,-0.7,4.2,5.3,3.2,-17.3,-5.5,3.0%,22.0

# Records above that bear a hit mark in SF-1 act.
SMILES	HTR1A agonist	5HT1E ag	5HT1a antag	MMP13 inh	5HT1E antag	SF-1 act	NADH coupling
COc1cccc(C(=O)Nc2cccc(-c3nnc(-c4ccccc4)o3)c2)c1	0.5	0.3	22.2	-15.4	9.0	92.1*	0.0%

# (further entries)
SMILES,HTR1A agonist,5HT1E ag,5HT1a antag,MMP13 inh,5HT1E antag,RORa activator,SF-1 act,NADH coupling,Ecoli tolC
CCCc1[nH]nc2c1C1(C(=O)N(C(C)C)c3ccccc31)C(C#N)=C(N)O2 (centres undefined),-0.5,0.4,1.0,-1.5,14.5,15.6,-11.2,10.0%,22.5
COC(=O)CSc1nc(C)c(C(C)=O)cc1C#N,-0.7,-0.7,x,0.3,-3.0,7.5,5.0,3.0%,5.6
COc1ccc(OC)c(NC(=O)COC(=O)c2ccc(S(=O)(=O)N3CCOCC3)cc2)c1,-2.8,-0.5,-7.9,3.8,1.2,-3.0,-3.3,7.0%,7.0
O=C(c1ccncc1)c1ccc(Br)cc1,-0.7,0.6,-6.5,-0.8,3.4,19.6,13.1,0.0%,5.0
COC(=O)C1CCN(C(=O)COC(=O)c2n[nH]c3ccccc23)CC1,-2.1,-0.5,5.7,-21.7,15.1,17.9,3.9,4.0%,-13.3
CC(C)(C)NC(=O)Cn1cc(C#N)c2cc(Br)ccc21,-1.2,-0.7,-4.9,-1.1,-8.1,-10.4,7.5,2.0%,-0.2
CC(NC(=O)c1ccco1)C(c1cccs1)N1CCN(c2ccc(F)cc2)CC1 (centres undefined),0.4,-1.3,10.5,7.1,11.4,23.4,5.9,2.0%,6.7
CN(C)c1ccc(NC(=O)Nc2cccc(Cl)c2)cc1,-2.4,-0.7,29.3,0.9,15.7,2.7,64.2*,2.0%,6.8
O=C1CCc2cc(S(=O)(=O)NC(Cc3ccccc3)C(=O)NCC3CCCO3)ccc2N1 (centres undefined),0.3,-0.3,-1.8,3.7,-5.6,-0.1,5.9,6.0%,1.9
COc1cc(OC)c(C#N)c(S(=O)Cc2ccccc2)c1 (centres undefined),-2.1,0.4,5.6,7.7,-3.1,-3.9,-0.2,0.0%,0.5
CCN(CC)C(=O)CN1C(=O)C2CC=C(Cl)CC2C1=O (centres undefined),-4.7,0.7,-3.3,3.0,4.0,-9.1,12.2,6.0%,20.3
COC(=O)CN(c1cc(OC)ccc1OC)S(=O)(=O)c1ccc(OC)c(OC)c1,-1.7,-0.8,x,3.7,-7.9,-28.1,-6.5,4.0%,1.6
FC(F)(F)c1nc2ncc(Cl)cc2[nH]1,-2.1,-0.5,4.9,0.7,2.0,10.9,6.4,8.0%,-5.9
COc1cc(Cn2cnnn2)ccc1O,-2.0,2.9,-21.9,0.6,1.4,-3.8,-1.2,6.0%,-17.2
CCCCCOC(=O)NCC(O)c1ccccc1 (centres undefined),0.7,-0.7,-3.5,1.3,-2.8,29.6,27.8,3.0%,5.8
CCCn1c(SCC#N)nc2c(c1=O)C1(CCCC1)Cc1ccccc1-2,-1.1,0.3,x,3.3,-12.4,-15.0,-9.7,3.0%,2.4
CCNC(=O)C1CC(=O)N(c2ccc(OCC)cc2)C1 (centres undefined),-1.2,-0.9,-7.8,-3.8,-5.8,-9.2,7.0,4.0%,-13.3
CCOc1cc(C2C3=C(CCCC3=O)NC3=C2C(=O)CCC3)ccc1OCCO,-0.1,0.8,1.6,-0.5,-0.8,-1.7,9.6,5.0%,-6.9
Cc1nn(-c2ccccc2)c2nc(N)c(C#N)c(-c3ccc(F)cc3)c12,4.3,0.6,7.3,-51.8[fluorescence artefact?],25.0,-10.3,-36.6,9.0%[fluoresces],20.3
NC(=O)c1cc(N2C(=O)C3CC=CCC3C2=O)ccc1N1CCCCC1 (centres undefined),0.7,0.6,-6.9,1.1,-1.2,-9.5,-1.6,4.0%,-2.5
CC(C)COC(=O)n1c(=O)oc2cc(S(=O)(=O)N3CCCCC3)ccc21,1.2,0.0,-5.2,0.8,-5.8,7.3,-15.1,5.0%,7.9
O=C(NC12CC3CC(CC(C3)C1)C2)C1CCCN1C(=O)NC1CCCCC1 (centres undefined),-0.5,-0.5,8.8,-8.9,-6.1,17.9,0.6,2.0%,3.0
COc1ccc(O)c(C(=O)c2cnc3onc(C(C)C)c3c2)c1,-3.9,0.1,4.9,8.5,3.6,12.5,0.5,3.0%,13.6
CCc1cccc(C)c1NC(=O)CSc1nc2ccccc2n1CC(=O)N(C)C,-3.2,3.2,-1.9,-2.2,6.0,-20.8,-12.0,3.0%,-8.4
COC(=O)CN(c1ccc(F)cc1)S(=O)(=O)c1ccc2c(c1)OCCO2,-0.7,-1.0,3.4,1.7,10.7,15.9,-0.2,3.0%,6.0
CCN(CC)c1ccc2cc(C(=O)Nc3ccccn3)c(=O)oc2c1,57.3*,5.8,x,-7.2,-31.8,-22.5,10.7,5.0%,8.4
CNS(=O)(=O)c1cc(OCC(N)=O)c(C)cc1Cl,-0.5,-0.6,9.4,-0.6,3.4,1.1,-10.0,8.0%,-12.5
Cc1cc2c(c(=O)n1Cc1cccnc1)C(c1ccccc1)C(C#N)=C(N)O2 (centres undefined),-3.8,-0.5,x,1.8,-1.6,-16.3,5.1,5.0%,9.2
Cc1cccc(NCc2nc(SCC(N)=O)n[nH]2)c1,-3.7,-1.3,-3.8,-5.7,-1.6,2.6,-5.3,7.0%,-5.3
O=C(c1cnc(N2CCN(c3ncccn3)CC2)c2ccccc12)N1CCN(c2ccccn2)CC1,-3.0,0.1,-7.8,-5.3,8.1,-10.0,7.5,0.0%,2.6
CCOC(=O)c1oc2ccccc2c1CN1CCN(c2ccccc2)CC1,1.1,0.3,15.5,0.3,-10.4,16.5,-13.2,9.0%,19.3
CC(O)c1n(C)c(Cl)c[n+]1C (centres undefined),-0.6,-0.1,x,-0.8,-7.3,-10.3,9.8,2.0%,7.0
O=C(COc1ccc(Cl)cc1)NCc1nnc(SCC(=O)Nc2ccccc2)o1,-0.9,0.1,-17.1,2.8,-0.5,-8.4,-10.9,8.0%,3.2
O=C(c1coc(=O)c(Br)c1)N1CCCc2ccccc21,-0.9,-0.6,x,-72.9[fluorescence artefact?],1.0,-15.0,-2.8,6.0%[fluoresces],-17.6
CCOC(=O)N1CCC(N2C(=O)c3ccccc3C2Nc2cc(Cl)c(OC)cc2OC)CC1 (centres undefined),-1.4,2.0,-0.4,3.0,-3.4,10.5,2.4,1.0%,15.2
CC(C)[C@H](NC(=O)NCc1ccc(Cl)cc1)C(=O)O,-1.0,1.6,-9.1,-2.2,-3.2,15.2,-2.8,1.0%,-2.3
Cc1nc2ccc(Br)cn2c(=O)c1Cl,-0.7,-1.1,-2.3,0.0,18.7,-13.4,-6.3,6.0%,-12.0
CCOC(=O)C(NC(=O)c1cccnc1)(Nc1cccc(C)n1)C(F)(F)F (centres undefined),-1.4,-1.0,-1.3,-2.9,6.8,5.5,8.4,6.0%,-12.1
CCOC(=O)Cc1cc(=O)n2[nH]c(C)cc2n1,-1.0,-0.7,-1.1,-14.1,11.1,-15.7,6.5,6.0%,-3.8
COc1ccc(N2CCN(C(=O)c3cccc(N4C(=O)C5CC=CC(C)C5C4=O)c3)CC2)cc1 (centres undefined),-1.9,0.8,-5.5,3.0,-1.8,3.6,-11.1,7.0%,8.1
COC(=O)c1cn(C(=O)c2ccco2)c2ccccc12,-1.5,0.5,-5.2,-6.3,-5.2,1.4,-19.5,3.0%,3.8
CCCc1c(O)nc(SCC(=O)NCCc2ccc(OC)c(OC)c2)[nH]c1=O,-1.7,-0.7,-5.5,-1.6,2.3,12.3,10.3,2.0%,-29.6
O=C(CN1CCN(Cc2ccccc2)CC1)N1CCCc2c1c(=O)oc1ccc(O)cc21,1.8,-0.1,1.6,1.6,1.5,8.3,13.3,5.0%,24.0
